# CHT PAM: human CHT allosteric activation | AID 488977 | B-score at 10 µM | CHT-expressing cells, membrane potential dye, choline EC20; active compounds read high; LV-AA mutant CHT in HEK293 cells | hit rate 0.49% among 310,000;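 active = initial fluorescence not abnormally high and integrated response B-score, plate-corrected, over 3 SD above library mean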
# Target sequence (Q9GZV3 whole entry, looked up): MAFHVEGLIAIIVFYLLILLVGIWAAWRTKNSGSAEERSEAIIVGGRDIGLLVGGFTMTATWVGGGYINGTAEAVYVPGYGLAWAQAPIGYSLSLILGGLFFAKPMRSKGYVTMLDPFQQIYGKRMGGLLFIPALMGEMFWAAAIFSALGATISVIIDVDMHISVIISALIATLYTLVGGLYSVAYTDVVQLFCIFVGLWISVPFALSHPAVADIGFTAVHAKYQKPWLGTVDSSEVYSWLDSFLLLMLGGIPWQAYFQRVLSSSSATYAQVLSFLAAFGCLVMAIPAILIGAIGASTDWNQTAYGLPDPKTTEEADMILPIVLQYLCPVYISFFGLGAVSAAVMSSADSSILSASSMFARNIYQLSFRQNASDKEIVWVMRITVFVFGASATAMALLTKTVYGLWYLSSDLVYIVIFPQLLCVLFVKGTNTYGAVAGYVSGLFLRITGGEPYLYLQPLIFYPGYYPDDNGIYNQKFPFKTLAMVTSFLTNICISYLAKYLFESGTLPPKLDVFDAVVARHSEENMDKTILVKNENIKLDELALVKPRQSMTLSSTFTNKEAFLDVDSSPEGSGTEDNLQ
# OX1R antag-1: blocks the human orexin 1 receptor; AID 485270; hit rate 1.8% among 330,000; O43613; inhibition, % at 6.6 µM; OX1R-expressing cells, FRET antagonist read-out; in the data active = inhibition mostly above about 38%, no sharp cut-off; inactive = mostly below about 40%;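 note: 0% = agonist challenge alone and 100% = reference antagonist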
# Target sequence (O43613 whole entry, looked up): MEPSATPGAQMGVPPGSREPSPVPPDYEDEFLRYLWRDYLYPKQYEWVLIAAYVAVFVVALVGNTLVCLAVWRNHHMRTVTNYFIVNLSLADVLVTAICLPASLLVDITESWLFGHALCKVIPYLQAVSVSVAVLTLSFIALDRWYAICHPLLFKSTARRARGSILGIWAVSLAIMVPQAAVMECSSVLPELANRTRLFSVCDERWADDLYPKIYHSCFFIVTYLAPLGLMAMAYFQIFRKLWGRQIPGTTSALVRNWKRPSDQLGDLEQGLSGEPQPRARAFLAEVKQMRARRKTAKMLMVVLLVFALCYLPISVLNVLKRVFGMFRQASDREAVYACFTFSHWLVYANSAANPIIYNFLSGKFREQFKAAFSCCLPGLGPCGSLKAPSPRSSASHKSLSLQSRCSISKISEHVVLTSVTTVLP
# OX1R antag-2: human HCRTR1 antagonism. AID 434989. inhibition, % at 5 µM. CHO/OX1R cells, Fluo-8 calcium fluorescence, orexin A. hit rate 0.43% among 330,000. O43613;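 active = inhibition above its plate's threshold, mean inhibition of all tested compounds on the plate plus 3 SD, cut at about 37% in these data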;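 note: 0% = orexin A challenge wells and 100% = SB-334867-A antagonist wells; not every result past the cut was called active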
# An asterisk follows results filed as active; i = inactive; . = not tested or not shown.
SMILES,CHT PAM,OX1R antag-1,OX1R antag-2
CCOC(=O)c1ccc(NC(=O)CC2C(=O)N(c3ccc(F)cc3)C(=O)N2CCC(C)C)cc1 (centres undefined),i,8,-14
COc1ccc(S(=O)(=O)N2CCC(C)CC2)cc1N(C)S(=O)(=O)c1ccccc1,i,29,-34
C=CCn1c(SCc2ccc3c(c2)OCO3)nc2scc(-c3ccco3)c2c1=O,i,3,0
O=P(OC1CCCCC1)(OC1CCCCC1)C(O)c1ccccc1 (centres undefined),i,15,-10
O=C(c1ccc(-n2cncn2)c([N+](=O)[O-])c1)N1CCN(S(=O)(=O)c2ccc(Cl)cc2)CC1,i,18,-15
Clc1cc(Sc2ccc(Br)cc2)nnc1-c1ccccc1,i,35,-17
Cc1ccc(CNC(=O)CN(C(=O)N2CCN(C)CC2)S(=O)(=O)c2ccc(C)cc2)cc1,i,6,-12
Nc1nc(SCC(=O)c2cc(F)ccc2F)n[nH]1,i,12,-1
Cc1ccc(NC(=O)/C(C#N)=C/c2cn(CC(=O)NCc3ccco3)c3ccccc23)cc1C,i,23,-10
O=C(CSc1nnc2c(Cl)cc(Cl)cn12)N1CCOCC1,i,23,-10
O=C(O)c1ccc(N=Nc2c(O)[nH]c3cc(Cl)ccc23)cc1,i,13,3
S=C(NC1CCCCC1)NN(c1ccccc1)c1ccccc1,i,8,-39
N/C(=N\OC(=O)C1CCCCC1)c1cccc(Br)c1,i,27,2
COc1ccc(S(=O)(=O)Nc2cc(C)nn2-c2ccccc2)cc1,i,8,-23
CCC(=O)Nc1ccc(S(=O)(=O)N2CCc3ccccc32)cc1,i,15,-11
COc1cc(/C=N/Nc2ccccn2)cc(OC)c1O,i,5,2
CCOC(=O)CCNC(=O)N1CCCC(Cc2ccccc2)(C(=O)OCC)C1 (centres undefined),i,5,-30
CC(NC(=O)CCNC(=O)c1ccc(Br)cc1)c1ccc(-n2ccnc2)cc1 (centres undefined),i,5,-23
c1ccc(-n2c(SCc3nc(-c4cccs4)no3)nnc2-c2ccco2)cc1,i,14,0
CN1C2Cc3c(n(C)c4ccccc34)C1CC=C2CO (centres undefined),.,0,-25
CC1CN(C(=O)c2cccc(S(=O)(=O)N3CCN(c4ccccc4)CC3)c2)CC(C)O1 (centres undefined),.,6,-14
Clc1ccc(CSc2nnc(/C=C/c3ccccc3)o2)c(Cl)c1,i,7,-12
CCOC(=O)N1CCN(CC(=O)Nc2nc3ccccc3s2)CC1,i,8,2
O=[N+]([O-])/C=C/c1cn(Cc2ccc(F)cc2)c2ccccc12,i,13,-2
C=CCNC(=O)c1n[nH]c2c1CC(C(C)(C)CC)CC2 (centres undefined),i,18,-15
C[N+]1(C)CCCC(OC(=O)C(O)(c2ccccc2)c2ccccc2)C1 (centres undefined),i,8,3
COc1ccc(CNC(=O)C2CCN(S(=O)(=O)N3CCCC3)CC2)cc1,i,13,-8
COCC(=O)OCC(=O)N1N=C(c2ccc(Cl)cc2)CC1c1ccco1 (centres undefined),i,20,-13
CCOC(=O)Cc1nn2c(=O)cc(C)nc2s1,i,20,-44
COc1ccc(-n2nc(C(=O)NCC(=O)Nc3cccc(Cl)c3)c3ccccc3c2=O)cc1OC,i,16,-14
CCN1CCc2c(OCC(=O)N3CCc4ccccc43)cccc2C1=O,i,14,-7
Cc1c(C(=O)Nc2cccc([N+](=O)[O-])c2)sc2ncn(CC(=O)N3CCOCC3)c(=O)c12,i,15,3
COc1ccccc1CN(C)C(=O)COC(=O)c1ccc(Cl)nc1,.,6,-28
COCC(C)n1c(SC(C)C(=O)NC2CCCCC2C)nc2ccccc2c1=O (centres undefined),i,14,-23
Cc1ccccc1CN1CCN(S(=O)(=O)c2ccc(Cl)s2)CC1,i,5,-33
CCc1ccc(Nc2ncccc2C#N)cc1,i,16,-7
CC(C)CCNC(=O)C12CN(Cc3ccccc3)CC1C(c1ccc([N+](=O)[O-])cc1)=NO2 (centres undefined),i,34,-39
Cc1nn(CC(=O)N2CCc3ccccc32)c(C)c1S(=O)(=O)NC(C)(C)C,.,4,-29
CC(=O)Nc1ccc(NC(=O)C(C)Oc2ccccc2C(=O)NCc2ccccc2)cc1 (centres undefined),.,6,-14
COc1ccc(/C=C(\C#N)C(=O)OCC(=O)NCc2ccc(Cl)cc2)cc1,i,4,-8
CN(C)/C=C(/C(=O)c1ccccc1)n1cncn1,i,14,-13
COc1cc(/C=C2\N=C3CCCCCN3C2=O)ccc1O,i,16,-5
CCOc1ccc(OCC)c(NC(=O)C2CCN(c3cnccn3)CC2)c1,i,5,-20
CNc1nnc(-c2cccc(N(C)C)c2)s1,i,24,-4
COc1ccc(C(=O)Nc2nnc(C3=COCCO3)o2)cc1OC,i,5,-17
O=C(Nc1ccccc1)N(C1=NCCCCS1)c1cccc2ccccc12,i,7,-1
Nc1nc(-c2c[nH]c3ccccc23)cs1,i,11,5
Cc1ccccc1NC(NC(=O)OCCn1c([N+](=O)[O-])cnc1C)C(Cl)(Cl)Cl (centres undefined),i,27,-8
Cn1cc([N+](=O)[O-])c(C(=O)NCC(=O)O)n1,i,24,-2
Cc1oc(C(C)(C)C)cc1C(=O)NC(Cc1ccccc1)C(=O)O (centres undefined),i,15,-7
# The list goes on.
SMILES,CHT PAM,OX1R antag-1,OX1R antag-2
Cc1cccc(C)c1NC(=O)N1CCC(n2c(=O)[nH]c3ccccc32)CC1,i,6,-8
CC[C@]12c3[nH]c4ccccc4c3CCN1C(=O)C(CC(=O)NCCC1=CCCCC1)C[C@@H]2C(=O)N1CCN(C(=O)c2ccco2)CC1 (some centres undefined),.,11,-44
CC(=O)OC1CCC2(C)C(CCC3C2CC(OC(C)=O)C2(C)C3C[C@@H]3O[C@]4(CC[C@@H](C)CO4)[C@@H](C)C32)C1 (some centres undefined),i,12,4
CCCC(=O)NC(=S)Nc1ccc(S(=O)(=O)N2CCc3ccccc32)cc1,i,8,-4
COc1cc(OC)c(OC)cc1/C=N/NC(=O)CCc1c(C)n[nH]c1C,i,7,-3
Cc1ccccc1NC(=O)C1CC(=O)OC12CCOC(C)(C)C2 (centres undefined),i,13,-14
CC(C)(C)c1ccc(NC(=O)COC(=O)c2ccc(NS(=O)(=O)c3ccc(F)c(F)c3)cc2)cc1,i,11,-13
CCCOc1ccc(C(=O)NC2CCSc3ccccc32)cc1 (centres undefined),i,8,-18
Cc1ccc(S(=O)(=O)N2c3ccccc3OCC2C(C)(C)C)cc1 (centres undefined),i,15,9
O=C(CCCCCNC(=O)N1CCn2c1nc1ccccc12)N[C@H](Cc1ccccc1)C(=O)O,i,8,-14
CCN(C(=O)c1ccc2c(SCC(=O)O)c3c(nc2c1)CCC3)c1cc(Cl)ccc1OC,i,20,-19
O=C(C1=C[C@H](C2CCCCC2)C[C@H](OCc2ccc(CO)cc2)O1)N1CCOCC1,i,12,-23
FC(F)(F)c1ccc(Cl)c(NC(=S)N/N=C/c2ccccc2Cl)c1,i,16,-25
CC(C)n1cnc2c(Nc3ccc(F)c(Cl)c3)nc(NCCO)nc21,i,12,-22
O=C(CNC(=O)c1ccco1)Nc1ccc(Cl)cc1,i,4,4
COc1cc(NC(=O)c2ccco2)c(OC)cc1NC(=O)CSc1ncc(-c2ccc(F)cc2)[nH]1,i,52,-24
Cc1nc(NC(C)c2ccccc2)sc1C(=O)Nc1ccccc1 (centres undefined),i,10,2
CCOC(=O)c1sc(SC)c(C(C)=O)c1C,i,27,-6
O=C(O)C1CCCCC1C(=O)NCc1ccc(F)cc1 (centres undefined),i,12,3
Cc1noc(C)c1COc1ccc(CC(=O)NCCc2ccccc2)cc1,i,3,-18

# 2 entries from above, tab-delimited:
structure	CHT PAM	OX1R antag-1	OX1R antag-2
O=C(C1=C[C@H](C2CCCCC2)C[C@H](OCc2ccc(CO)cc2)O1)N1CCOCC1	i	12	-23
FC(F)(F)c1ccc(Cl)c(NC(=S)N/N=C/c2ccccc2Cl)c1	i	16	-25

# Following part.
SMILES,CHT PAM,OX1R antag-1,OX1R antag-2
COc1cc(C(=O)NC(=S)Nc2ccc(Cc3ccncc3)cc2)cc(OC)c1OC,i,29,4
O=C(NNC1=NCCC1)c1cccc(S(=O)(=O)N2CCCCC2)c1,i,18,14
CCOC(=O)C(O)(CC(=O)Nc1ccc(Cl)cc1Cl)C(F)(F)F (centres undefined),i,13,-2
CC(C)C(=O)Nc1ccc(C(=O)NNC(=O)c2ccco2)cc1,i,17,-7
CCCCOC(=O)c1ccc(NC(=O)c2nn(C)cc2Br)cc1,i,28,1
O=C(CSc1n[nH]c(-c2cccnc2)n1)Nc1ccc([N+](=O)[O-])cc1,i,28,-7
O=C(CCC1CCCC1)NCCS(=O)(=O)N1CCN(c2ccc(F)cc2)CC1,i,16,-36
Cc1ccc(C(C)C)c(OCC(=O)Nc2ccc3c(c2)nc(CCN2CCCCC2)n3C)c1,i,9,-10
O=C(Cn1ncc2c1-c1ccccc1OC2)N1CCN(Cc2ccccc2)CC1,i,1,-33
Cc1nn(-c2ccccc2)cc1/C=N/NS(=O)(=O)c1ccccc1,i,27,-17
O=C(CN1CCN(Cc2cccc3ccccc23)CC1)NCCc1ccccc1,i,10,-46
CCOc1ccccc1NC(=S)N1CCN(c2ccc(O)cc2)CC1,i,-1,-19
CC1(C)CC(=O)C(C=NCC2CCN(C(=S)Nc3cccc(Cl)c3)CC2)=C(O)C1,i,4,-14
O=C(CCN1CCOCC1)Nc1ccc2c(c1)N(C(=O)CN1CCOCC1)c1ccccc1CC2,i,8,11
COc1cccc(NC(=O)CN(C)CC(=O)Nc2ccccc2-c2ccccc2)c1,i,10,-16
Cc1[nH]c(SCC(=O)Nc2cc(S(C)(=O)=O)ccc2Cl)nc1Cc1ccccc1,.,8,-26
COc1ccccc1C1/C(=C(/O)c2ccc(C)cc2)C(=O)C(=O)N1CCN1CCOCC1 (centres undefined),i,18,-6
O=C(Cn1nnc2ccccc2c1=O)NCc1ccco1,i,17,-13
Fc1ccccc1-c1n[nH]c(=S)n1C1CC1,i,32,-1
O=c1cc([O-])[n+]2c3n1CCCN3CCC2,i,16,-2
Clc1cc(Cl)c(OCCCCn2cncn2)c(Cl)c1,i,16,-18
O=C1CC(c2ccc(F)cc2)Cc2nc(NCc3ccco3)ncc21 (centres undefined),i,17,-33
COC(=O)c1ccc(/C=N/Nc2nc(-c3ccc(C)cc3)cs2)cc1,i,-2,-7
O=C1N=c2ccccc2=C1c1sc(NS(=O)(=O)c2ccccc2)nc1O,i,18,-12
C=CCOC(=O)C1=C[C@H](c2ccc(C(F)(F)F)cc2)[C@@H](CCCO)[C@H](OCC)O1,i,3,-32
COc1cccc(CNC(=O)CCCc2nnc3n(C)c(=O)c4sccc4n23)c1,i,5,-11
CSc1ncccc1C(=O)OCC(=O)N1CCc2ccccc21,.,8,3
CCOC(=O)C(NC(=O)c1ccc(Cl)cc1Cl)(Nc1ccc(C)cc1)C(F)(F)F (centres undefined),i,12,-12
CC1=C(C(=O)OC(C)C)C(c2cccs2)n2ncnc2N1 (centres undefined),i,10,-28
COc1ccc(C(=O)N/C(=C\c2cn(C)c3ccccc23)C(=O)N2CCN(C)CC2)cc1,i,9,-31
CC(=O)Oc1ccc2ccccc2c1C(NC(=O)Cc1ccccc1)c1ccccc1Cl (centres undefined),i,62,21
Cc1cc(-c2ccccc2)nc2oc(C(=O)NN)c(N)c12,i,7,-38
O=C(CCCc1ccccc1)N=C1SC2CS(=O)(=O)CC2N1c1ccccc1 (centres undefined),i,-12,0
COc1cc2c(cc1OC)C(c1ccccc1N)=NCC2,i,24,-6
CCN(CC)C(=O)C1CC(=O)OC12CCCCC2 (centres undefined),i,27,-13

# Structures listed so far that contain an aryl thioether with sulfur outside any ring (13):
SMILES,CHT PAM,OX1R antag-1,OX1R antag-2
C=CCn1c(SCc2ccc3c(c2)OCO3)nc2scc(-c3ccco3)c2c1=O,i,3,0
Clc1cc(Sc2ccc(Br)cc2)nnc1-c1ccccc1,i,35,-17
Nc1nc(SCC(=O)c2cc(F)ccc2F)n[nH]1,i,12,-1
O=C(CSc1nnc2c(Cl)cc(Cl)cn12)N1CCOCC1,i,23,-10
c1ccc(-n2c(SCc3nc(-c4cccs4)no3)nnc2-c2ccco2)cc1,i,14,0
Clc1ccc(CSc2nnc(/C=C/c3ccccc3)o2)c(Cl)c1,i,7,-12
COCC(C)n1c(SC(C)C(=O)NC2CCCCC2C)nc2ccccc2c1=O (centres undefined),i,14,-23
CCN(C(=O)c1ccc2c(SCC(=O)O)c3c(nc2c1)CCC3)c1cc(Cl)ccc1OC,i,20,-19
COc1cc(NC(=O)c2ccco2)c(OC)cc1NC(=O)CSc1ncc(-c2ccc(F)cc2)[nH]1,i,52,-24
CCOC(=O)c1sc(SC)c(C(C)=O)c1C,i,27,-6
O=C(CSc1n[nH]c(-c2cccnc2)n1)Nc1ccc([N+](=O)[O-])cc1,i,28,-7
Cc1[nH]c(SCC(=O)Nc2cc(S(C)(=O)=O)ccc2Cl)nc1Cc1ccccc1,.,8,-26
CSc1ncccc1C(=O)OCC(=O)N1CCc2ccccc21,.,8,3

# From PubChem
